Source: PubChem (National Center for Advancing Translational Sciences (NCATS))
USP1 inh: USP1/UAF1 (human) deubiquitinase inhibition; O94782; recombinant USP1/UAF1, Ub-Rhodamine cleavage fluorescence; Potency, µM (titrated, usually from 57.1 µM), for the others: at the highest dose activity change, negative = inhibition, actives largely listed as inhibitors; 390,000 tested, 0.23% active; AID 743255; note: potency is the fitted concentration of half-maximal effect; % is set by controls: 0 for no effect and ±100 for the full control effect; nearly all actives have a fitted effect of over 60% in size; inactives centre near -12
Target sequence (O94782 whole entry, looked up): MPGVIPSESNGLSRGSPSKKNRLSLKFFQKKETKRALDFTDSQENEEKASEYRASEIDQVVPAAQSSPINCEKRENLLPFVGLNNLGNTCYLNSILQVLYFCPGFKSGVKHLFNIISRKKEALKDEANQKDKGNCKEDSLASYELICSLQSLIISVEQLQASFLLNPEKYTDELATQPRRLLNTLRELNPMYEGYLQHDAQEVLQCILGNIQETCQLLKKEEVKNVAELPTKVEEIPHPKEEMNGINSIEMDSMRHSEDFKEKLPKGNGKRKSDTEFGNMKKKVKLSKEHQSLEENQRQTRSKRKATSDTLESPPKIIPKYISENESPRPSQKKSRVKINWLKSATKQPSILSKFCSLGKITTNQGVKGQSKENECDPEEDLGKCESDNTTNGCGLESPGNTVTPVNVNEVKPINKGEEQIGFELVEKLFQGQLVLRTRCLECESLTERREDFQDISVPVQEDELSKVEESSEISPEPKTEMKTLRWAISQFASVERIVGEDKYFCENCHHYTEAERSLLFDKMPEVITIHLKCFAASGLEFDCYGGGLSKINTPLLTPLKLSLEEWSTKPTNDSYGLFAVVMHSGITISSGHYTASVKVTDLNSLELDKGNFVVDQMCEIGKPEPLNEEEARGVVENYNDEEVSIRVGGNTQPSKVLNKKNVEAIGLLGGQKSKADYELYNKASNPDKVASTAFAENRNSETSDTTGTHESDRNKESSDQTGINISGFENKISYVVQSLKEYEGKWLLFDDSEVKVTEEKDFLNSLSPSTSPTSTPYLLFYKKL
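1 nM enzyme complex + cpd, 15 min RT; start with Ub-Rho 150nM final; kinetic fluorescence ex 480/em 540, 6 reads q60 s. Buffer 50mM HEPES pH 7.8, 0.5mM EDTA, 0.1 mg/ml BSA, 1mM TCEP, 0.01% Tween-20.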
Vif-A3F inh: inhibitors of Vif-A3F interaction | HeLa A3F-eYFP + Vif (tagged APOBEC3F with the HIV-1 protein that degrades it), YFP fluorescence increase | Potency, µM (doses to about 46.1 µM), without a hit: at the top dose activity, negative = active | 390,000 tested, 0.2% active | AID 602313; note: potency is the fitted concentration of half-maximal effect; % of control where 0% means no effect; nearly all actives have a fitted effect of over 65% in size
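HeLa cells stably expressing Vif plus C-terminally eYFP-tagged A3F were seeded, incubated overnight at 37 deg C, dosed with compound, incubated overnight again at 37 deg C. Yellow fluorescence (Ex 488/Em 500-530) reported blocked Vif-mediated A3F-eYFP degradation.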
Vif-APOBEC3G blk: blocks the Vif interaction with human APOBEC3G; HeLa A3G-eYFP + Vif (tagged APOBEC3G with the HIV-1 protein that degrades it), YFP fluorescence, overnight; 410,000 tested, 0.076% active; Q9HC16; Potency, µM (series often up to 46.1 µM), for the others: at the highest dose activity, negative = active, most hits filed as inhibitors;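 note: potency is the fitted concentration of half-maximal effect; % is set by controls: 0 for no effect and ±100 for the full control effect; nearly all actives have a fitted effect of over 60% in size; hits raise eYFP signal because A3G escapes Vif-driven loss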
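HeLa cells stably expressing Vif and C-terminally eYFP-tagged A3G, seeded overnight at 37 deg C, then exposed to compound by pintool overnight at 37 deg C. Rise in yellow fluorescence (Ex 488/Em 500-530, Acumen) marks blocked Vif-driven A3G degradation.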
PI4K2A inh: PI4K2A (human) kinase inhibition; purified PI4K2A, ADP-Glo luminescence, 1 h; stronger effect = lower value; Q9BTU6; activity change, negative = inhibition, % at 76.9 µM; 420,000 tested, 0.13% active; in the data active = activity change below about -50%; inconclusive = mostly about -30% to -49%;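 note: -100% = wells without enzyme as full effect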
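PI4K2A activity was measured by ADP-Glo luminescence: enzyme (4 ug/mL stock) and phosphatidylinositol (1.2 mM stock) in Tris pH 7.5/MgCl2/EGTA/Triton X-100 buffer were reacted with ATP (300 microM stock) for one hour at ambient temperature.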
RXFP1 agonist: activates the human relaxin receptor RXFP1. Q9HBX9. HEK293T-RXFP1 cAMP TR-FRET, 30 min; response scale: percent of porcine relaxin response, buffer zero. Potency, µM (series often up to 57.5 µM), for the others: at the highest dose activation, most hits filed as activators. 370,000 tested, 0.3% active. AID 2676; note: potency is the fitted concentration of half-maximal effect; % is set by controls: 0 for no effect and ±100 for the full control effect; nearly all actives have a fitted effect of over 60% in size; many of its hits are not listed in these tables
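HEK293 cells stably expressing RXFP1, treated 30 min at 37C with compounds plus PDE4 inhibitor Ro 20174; cAMP measured by HTRF TR-FRET. Normalized to buffer and 29 nM porcine relaxin; EC50 by Hill fit.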
Glioma ERSR ind: ER stress response induction in glioma; Potency, µM, inactives show top-dose activation, usual class: activators; U87-MG GRP78 promoter luciferase reporter, 16 h; AID 602332; 420,000 tested, 0.02% active; note: potency is the fitted concentration of half-maximal effect; series mostly up to about 76 µM; % of control where 0% means no effect; nearly all actives have a fitted effect of over 35% in size
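ERSR induction read as luciferase luminescence (Bright-Glo, 10 min at room temperature) in stably transfected human U87-MG glioma cells exposed to compounds for 16 h, using GRP78 as sensor.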
LDHA inh: inhibitors of human lactate dehydrogenase A. purified LDHA, NADH/diaphorase-resazurin fluorescence; stronger effect = lower value. activity change, % (values are at about 110 or 230 µM). 480,000 tested, 0.15% active; in the data active = activity change below about -30%; inconclusive = mostly about -25% to -30%;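 note: plate controls were DMSO wells for no effect and wells without enzyme for full effect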
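Enzyme activity of human lactate dehydrogenase 5 (2 nM; 0.06 mM NADH, 0.2 mM pyruvate, 5 min, RT) is measured via a resazurin/diaphorase fluorescence readout of residual NADH.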
TrxR1 substrate: rat thioredoxin reductase 1 substrate activity | O89049 | purified TrxR1 substrate turnover, NADPH consumption readout | Potency, µM (highest dose often 114 µM), for the others: at the highest dose activity change, negative = substrate turnover | 390,000 tested, 0.01% active | AID 588456; note: potency is the fitted concentration of half-maximal effect; % is set by controls: 0 for no effect and ±100 for the full control effect; nearly all actives have a fitted effect of over 50% in size
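Rat TrxR1, dispensed at 90 nM, was prereduced with 400 uM NADPH (final) for 5 min at ~22 deg C, then incubated with compound 15 min before 400 uM selenite. A first-read NADPH fluorescence drop versus no-compound background flagged substrates.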
IDH1 R132H inh: blocks human mutant IDH1 R132H enzyme. IDH1-R132H enzyme, NADPH consumption, diaphorase/resazurin fluorescence. O75874. Potency, µM (top dose mostly 76.6 µM), without a hit: at the top dose activity change, negative = inhibition, usual class: inhibitors. 390,000 tested, 0.093% active; note: potency is the fitted concentration of half-maximal effect; % is set by controls: 0 for no effect and ±100 for the full control effect; nearly all actives have a fitted effect of over 65% in size
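IDH1-R132H (0.5 ug/mL dispensed) in pH 7.5 Tris buffer was preincubated 30 min with compound, then given a substrate mix of 0.016 mM NADPH and 2 mM alpha-KG for 80 min at room temperature; remaining NADPH was read by diaphorase/resazurin fluorescence.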
Active calls of the source: *; ? = inconclusive; nt = no result given; & = joins results of further samples; [ ] = another dose, or the depositor's remark. Unless noted, calls come from the whole dose curve; as a rule, active = well fitted curve in the direction sought with a large enough effect; inconclusive = small, poorly fitted or top-dose-only effect, or another doubt; inactive = no such curve, though single readings can be large; an effect the other way counts as inactive or inconclusive.

SMILES	USP1 inh	Vif-A3F inh	Vif-APOBEC3G blk	PI4K2A inh	RXFP1 agonist	Glioma ERSR ind	LDHA inh	TrxR1 substrate	IDH1 R132H inh
COc1cccc(NC(=O)CSc2c(C)cnc3c2c(=O)n(C)c(=O)n3C)c1	-15%	5%	3%	-1	-0.6%	-5%	-5	-4%[57.1 µM]	9%
CC(=O)c1cc(-c2ccc(F)cc2)n(CC(=O)NC2CCC(C)CC2)c1C (stereo not drawn)	-31%	?	1%	-6	-0.5%	-1%	-9	-3%[57.1 µM]	-23%
COc1ccc(SC[C@H](Cc2ccccc2)N2CC[C@@H](C(C)(C)C)CCC2=O)cc1	?	0%	1%&-4%	-7	-0.8%	-3%&-4%	1	-8%&-10%	16%
CCOC(=O)c1c(C)[nH]c(C)c1S(=O)(=O)N1CCCC(C(=O)Nc2ccccc2OCC)C1 (stereo not drawn)	-1%	3%	4%	5	-0.9%	-2%	-2	-1%[57.1 µM]	0%
Cc1cccn2c(=O)c(/C=C(\C#N)C(N)=O)c(N3CCCCCC3)nc12	-18%	-13%	4%	0	22%	-1%	-5	3%	9%
O=C(c1ccc(S(=O)(=O)Nc2ccccc2)cc1)N1CCC1	-12%	6%	0%	2	14%	-2%	-2	2%	-5%
Cc1ccc(Cc2c(-c3ccccc3)nc3cc(C)ccn23)cc1	-25%	-23%	0%	-8	nt	0%	2	nt	0%
Cc1ccc(Cl)cc1NC(=O)COC(=O)c1ccc(CN2CCCC2=O)cc1	-23%	-1%	1%	-3	1.0%	0%	3	7%	3%
CC1CCc2sc(C(=O)NCC(C)(C)N3CCOCC3)cc2C1 (stereo not drawn)	-21%	-16%	0%	2	1.5%	1%	4	-3%	7%
C(=C\c1ccccc1)/CSc1nc2ncccc2[nH]1	-18%	5%	-12%	-4	2.2%	7%	2	2%	0%
COc1cc(NS(=O)(=O)c2cc(C)ccc2OC)c(OC)cc1Cl	-14%	9%	0%	-15	-1.0%	-5%	-1	-14%	5%
NC(=O)COC(=O)c1ccc(C(=O)C(=O)c2ccccc2)cc1	-28%	2%	-6%	-2	-2.6%	-3%	-3	-2%	-9%
COC(=O)C(CCSC)NC(=O)c1cc2c(n(-c3ccc(Cl)cc3)c1=O)CCCC2=O (stereo not drawn)	-7%	0%	-3%	-2	-3.9%	-4%	-2	3%	-14%
COc1cccc(/C(C)=N/NC(=O)Cc2c(C)[nH][nH]c2=O)c1	-21%	0%	1%	1	-0.5%	0%	2	6%	9%
COc1ccc(NC(C)=O)cc1NC(=O)CSc1nc2ncccc2[nH]1	-7%	1%	1%	2	3.0%	-3%	3	5%[57.1 µM]	0%
COCCNc1nc2c(c(=O)n(Cc3ccc(OC)cc3)c(=O)n2C)n1C	-15%	7%	3%	-3	0.7%	-5%	-1	-4%	1%
CC(C)Oc1ccc(C(=O)OCC(=O)NCCNC(=O)COC(=O)c2ccc(OC(C)C)cc2)cc1	-24%	0%	-1%	-3	0.6%	3%	2	-9%	10%
O=C(NCCCN1CCOCC1)C1CCCN(S(=O)(=O)N2CCCCC2)C1 (stereo not drawn)	-15%	-5%	0%	1	5.0%	-5%	0	8%	0%
CC(=O)Nc1ccc(CN(C)c2c(C)nc3ccc(C(=O)N(C)Cc4ccco4)cn23)cc1	nt	nt	0%	-3	nt	-2%	-4	nt	nt
Cc1cccc(-n2c(Cc3cc(=O)[nH]c(=O)[nH]3)nnc2SC(C)C)c1	-3%	-9%	-4%	-2	-0.6%	-2%	-2	8%	-13%
CCOC(=O)C(=O)c1csc(NC(=O)CCSc2ccc(C)cc2)n1	-21%	8%	0%	-7	0.2%	-4%	-16	-3%	-7%
NS(=O)(=O)c1cccc(NC(=O)COC(=O)Cc2n[nH]c(=O)c3ccccc23)c1	-15%	9%	4%	1	0.4%	-3%	-4	3%	2%
Cc1ccc(-n2c(=O)c(C#N)cc3c(=O)n4cccc(C)c4nc32)cc1	-15%	-4%	1%	1	-1.2%	0%	0	60%[activator]	3%
Cc1cccc(N2CCN(c3ccc4cc(S(=O)(=O)N5CCC(C)CC5)ccc4n3)CC2C)c1 (stereo not drawn)	?	-12%	2%	-4	16%	-3%	-6	5%[57.1 µM]	-1%
CCOC(=O)CC(=O)CSc1ccc2nnc(-c3cccc(F)c3)n2n1	6%	-5%	-8%	2	24%	-5%	0	24%	-1%

2 records drawn at random from the list so far, as already listed:
SMILES	USP1 inh	Vif-A3F inh	Vif-APOBEC3G blk	PI4K2A inh	RXFP1 agonist	Glioma ERSR ind	LDHA inh	TrxR1 substrate	IDH1 R132H inh
COc1cccc(/C(C)=N/NC(=O)Cc2c(C)[nH][nH]c2=O)c1	-21%	0%	1%	1	-0.5%	0%	2	6%	9%
O=C(NCCCN1CCOCC1)C1CCCN(S(=O)(=O)N2CCCCC2)C1 (stereo not drawn)	-15%	-5%	0%	1	5.0%	-5%	0	8%	0%

Later entries.
SMILES	USP1 inh	Vif-A3F inh	Vif-APOBEC3G blk	PI4K2A inh	RXFP1 agonist	Glioma ERSR ind	LDHA inh	TrxR1 substrate	IDH1 R132H inh
COc1cccc(NC(=O)Cn2c(=O)n(Cc3ccccc3)c(=O)c3c4c(sc32)CN(C(C)=O)CC4)c1	-22%	-1%	-3%	-2	3.8%	-1%	2	2%	12%
CCNc1nc(NCC)nc(Nn2cnnc2)n1	10%	1%	2%	-6	0.8%	-4%	-4	8%	1%
CCc1nc2ccc(C(=O)NCc3ccc(OC)cc3)cn2c1N(C)Cc1ccc(OC)cc1	nt	nt	-4%	0	nt	1%	-6	nt	nt
CN1Cc2sc(N)c(C#N)c2CC1(C)C	?	-22%	-25%	-2	0.6%	-8%	5	11%	4%
COC(=O)C1C(O)=C(C=NCc2ccccc2)C(=O)CC1(C)C (stereo not drawn)	-21%	nt	3%	2	-0.4%	-4%	-4	-3%	5%
CCC(C)C(NC(N)=O)C(=O)Nc1ccc(C(=O)OC)cc1 (stereo not drawn)	-15%	4%	0%	2	-1.3%	-1%	-4	3%	3%
O=C(O)c1cc(Cl)c2c(c1)OCO2	-4%	-6%	-1%	0	-0.9%	-1%	1	5%	5%
COC(=O)CSc1nnc(-c2ccccc2OC)n1-c1ccc(C)cc1	-10%	nt	0%	1	-0.3%	-3%	-15	-1%	2%
COc1ccc(/C=C(\NC(=O)c2ccc(C)cc2)C(=O)Nc2c(C)n(C)n(-c3ccccc3)c2=O)cc1	-17%	3%	1%	1	-0.9%	-2%	1	-9%	0%
O=C(COC(=O)/C=C/c1ccc(OC(F)F)cc1)NCc1cccs1	-16%	1%	1%	9	-0.5%	-4%	-5	-2%	2%
Brc1ccc(-c2csc(-c3c[nH]c4ccccc34)n2)cc1	-26%	-8%	-7%	-3	2.9%	0%	-8	10%[57.1 µM]	3%
CCOc1ccccc1CNC(=O)c1cccc(NC(=O)c2nsc3ccccc23)c1	-17%	8%	1%	0	0.5%	-5%	-5	3%[57.1 µM]	-6%
CCOC(=O)C1CCC(CN(Cc2ccc(OC)cc2)S(=O)(=O)c2ccc(F)c(C(=O)Nc3c(C)cccc3C)c2)CC1 (stereo not drawn)	12%	1%	3%	-1	0.8%	-2%	-3	7%[57.1 µM]	3%
CC(=O)N1CCC2(CC1)C/C(=N\NC(=S)Nc1ccccc1C)c1cc(O)ccc1O2	-28%	-3%	-5%	0	2.7%	4%	2	16%	1%
Cc1cccc(-c2noc(CN(C(=O)c3ccccc3Cl)C(C)C)n2)c1	-18%	0%	0%	-4	-2.0%	-3%	1	-10%	14%
COCCNC(=O)C1(C)CCCN(Cc2csc(-c3ccc(Cl)cc3)n2)C1 (stereo not drawn)	nt	nt	-1%	-1	nt	1%	-4	nt	nt
COc1ccc(C(C)NC(=O)c2cccc([N+](=O)[O-])c2)cc1OC (stereo not drawn)	-3%	5%	0%	3	2.0%	21%	-5	1%	-8%
CN(C)Cc1nc2c(c(=O)[nH]1)C1(CCCCC1)Cc1ccccc1-2	-7%	-1%	0%	-1	1.7%	-3%	1	0%	0%
O=[N+]([O-])c1cccc(-c2c(-c3ccccc3)ncc3ccc(F)cc23)c1	-26%	-3%	-7%	-4	0.7%	5%	1	5%	2%
Cc1cn2c(nc1=O)OC1C(O)C(COC(=O)c3ccccc3)OC12 (stereo not drawn)	-2%	-19%	3%	0	2.6%	0%	-2	-2%	-5%
CCSc1nsc(NC(=O)Nc2ccccc2Cl)n1	-22%	2%	-2%	-1	nt	8%	-2	-2%	-7%
Cc1nnc(SCC(=O)N2c3ccccc3Sc3ccccc32)n1N	-2%	0%	0%	-3	0.7%	-3%	0	-3%	3%
COCCn1c(SCC(=O)NCc2cccs2)nnc1-c1ccc(OC)cc1	-17%	3%	0%	0	1.5%	-3%	-10	3%	1%
Cc1ccc(S(=O)(=O)NC2CCC(C(=O)O)CC2)cc1 (stereo not drawn)	1%	12%	-4%	0	0.9%	-2%	-7	-2%	5%
CCCCC(=O)N(C)c1c(CC)nc2c(OCC(=O)c3ccc(F)cc3)cccn12	nt	nt	-13%	-11	nt	-1%	-8	nt	nt

An excerpt; the hit share may differ from the screen's.
